# TAAR1 antagonist – human TAAR1 antagonism | Q96RJ0 | CHO RD-HGA16 TAAR1, Fluo-8 calcium fluorescence, antagonist | inhibition, % at 3 µM | 360,000 compounds, 1.5% hits;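 active means inhibition above a per-plate cutoff, the mean inhibition of test compounds on that plate plus 3 SD, cut at about 49% in these data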;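 further: 0% = DMSO plus EC80 beta-PEA response and 100% = DMSO alone without agonist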
# Target sequence (Q96RJ0 whole entry, looked up): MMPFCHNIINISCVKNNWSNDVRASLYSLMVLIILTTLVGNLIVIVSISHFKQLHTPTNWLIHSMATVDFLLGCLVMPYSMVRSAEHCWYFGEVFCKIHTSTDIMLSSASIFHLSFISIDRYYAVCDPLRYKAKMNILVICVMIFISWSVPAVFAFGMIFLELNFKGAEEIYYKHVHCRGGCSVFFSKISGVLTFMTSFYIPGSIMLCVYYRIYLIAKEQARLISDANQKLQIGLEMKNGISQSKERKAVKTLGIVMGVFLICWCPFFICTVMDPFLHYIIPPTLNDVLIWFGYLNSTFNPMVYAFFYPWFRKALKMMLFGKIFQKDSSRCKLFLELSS
#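 System: CHO RD-HGA16 cells bearing hTAAR1. Reagent: EC80 β-phenethylamine stimulus. Schedule: seeding 17-24 h prior, 75-min 37 °C, 30-min RT dye loading. Signal: Fluo-8 intracellular calcium dye fluorescence, real-time kinetic reads. Read-out: % inhibition from peak post-agonist over basal fluorescence ratio. Benchmarks: vehicle wells and EC80 agonist wells. Replicates: n of 1.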
# TAAR1 agonist – human TAAR1 agonism. 360,000 compounds, 0.99% hits. CHO RD-HGA16 TAAR1, Fluo-8 calcium fluorescence; vehicle wells 0%, saturating PEA agonist 100%. AID 624467. activation, % at 3 µM;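 active means activation above the mean activation of all test compounds in the run plus 3 SD, cut at about 38% in these data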
#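 System: CHO-derived RD-HGA16 cells with stable Gα16 and human TAAR1 / Times: 17-24 h plating, Fluo-8 75 min 37 °C, 30 min RT / Technique: calcium-sensitive Fluo-8 signal, excitation 470-495, emission 515-575 nm / Measure: % activation relative to PEA EC100 response / Benchmarks: DMSO and PEA EC100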
# V1R ag counter – activates human V1a receptor in oxytocin agonist counter-screen. CHO-V1R cells, Fluo-8 calcium fluorescence, agonist mode; 0% DMSO, 100% 3 nM vasopressin. activation, % at 3 µM. 320,000 compounds, 0.25% hits;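 active means activation above the mean activation of all tested compounds plus 3 SD, per screening run, cut at about 20% in these data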;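 further: signal is peak over basal fluorescence ratio across a 100 second FLIPR read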
# CHRM1 antagonist – blocks human M1 muscarinic receptor; inhibition, % at 3 µM; P11229; CHO-K1 hM1, Fluo-8 calcium fluorescence, ACh EC80 antagonist; 360,000 compounds, 1.3% hits;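 active means percent inhibition above its own plate's cutoff, namely the mean of that plate's compound wells plus 3 SD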;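 further: peak over basal fluorescence ratio during 140 s after agonist addition; 0% = ACh EC80 plus DMSO and 100% = DMSO alone without agonist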
# OXTR agonist – human OXTR agonism; CHO-OTR cells, Fluo-8 calcium fluorescence; normalized: DMSO 0%, oxytocin 100%; activation, % at 3 µM; 320,000 compounds, 0.32% hits;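 active means activation above the mean of all tested compounds plus 3 SD, cutoff set per screening run, cut at about 20% in these data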;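 further: peak over basal fluorescence ratio from a 100 s FLIPR kinetic read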
# Target sequence (P30559 whole entry, looked up): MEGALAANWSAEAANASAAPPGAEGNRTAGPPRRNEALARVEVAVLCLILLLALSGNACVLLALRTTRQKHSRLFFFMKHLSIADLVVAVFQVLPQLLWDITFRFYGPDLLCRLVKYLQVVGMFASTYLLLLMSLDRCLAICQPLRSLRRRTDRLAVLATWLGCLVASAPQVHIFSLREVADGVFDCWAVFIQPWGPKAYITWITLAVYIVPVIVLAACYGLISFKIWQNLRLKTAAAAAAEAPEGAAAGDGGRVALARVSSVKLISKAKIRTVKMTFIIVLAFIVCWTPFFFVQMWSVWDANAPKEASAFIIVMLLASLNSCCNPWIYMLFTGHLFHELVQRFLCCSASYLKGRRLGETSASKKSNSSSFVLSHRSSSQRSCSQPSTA
# CHRM1 PAM – positive allosteric modulators of human M1 muscarinic receptor; P11229; activation, % at 3 µM; CHO-K1 hM1, Fluo-8 calcium fluorescence, ACh EC20; 0% = ACh EC20, 100% = maximal ACh; 360,000 compounds, 0.088% hits; AID 588819; in the data active means activation above about 19%, passing the limit was not always enough
# CHO parental Ca – counter-screen: ATP calcium response change in parental CHO cells; parental CHO-K1, ATP-induced calcium, Fluo-8 fluorescence; inhibition, % at 5.6 µM; 330,000 compounds, 0.63% hits;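 active means inhibition above that plate's mean sample inhibition plus 3 SD, cut at about 26% in these data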;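 further: 0% = ATP-challenged DMSO wells and 100% = DMSO wells without ATP; some compounds past the cut are filed as inactive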
#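 Assay system: untransfected parental CHO cell line. Also added: ATP agonist challenge. Dosing: one dose, 5.6 µM nominal. Measured by: Fluo-8 fluorescence. Read-out: % inhibition. Benchmarks: ATP wells versus no-ATP DMSO wells. Repeats: no replicates.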
# CHRM1 agonist – activates human CHRM1 receptor; CHO-K1 hM1, Fluo-8 calcium fluorescence, agonist mode; 0% DMSO, 100% acetylcholine EC100; P11229; 360,000 compounds, 0.33% hits; activation, % at 3 µM; AID 588814;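 active means activation above the run's mean compound activation plus 3 SD, cut at about 16% in these data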;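 further: peak over basal fluorescence ratio within a 140 s kinetic read after compound addition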
# OXTR potentiator – potentiates the human oxytocin receptor response | 320,000 compounds, 0.061% hits | activation, % at 3 µM | P30559 | CHO-OTR cells, Fluo-8 calcium fluorescence, potentiator mode; 0% = oxytocin EC15, 100% = EC100;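 active means activation above that plate's cutoff, the mean activation of tested compounds plus 3 SD, cut at about 6.6% in these data, passing the limit was not always enough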;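 further: 100% uses oxytocin at 75 nM as the full agonist control; some results filed as inactive read as strong as hits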
#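 System: human OTR in CHO cells / Also added: sub-maximal oxytocin, roughly EC15 / Control set: EC15 oxytocin low, 75 nM oxytocin high / Schedule: 6 min compound pre-incubation at room temperature, 100 s kinetic read / Compound: single-point 3.0 µM / Replication: singlicate / Technique: Fluo-8 calcium dye fluorescence / Read-out basis: % activation of max/min ratio relative to oxytocin controls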
# * hit, by the source's call; x = not tested or not shown. Random draw from the library; overall some 3.7% were active at least once.
# Sample of the layout, 2 compounds:
SMILES	TAAR1 antagonist	TAAR1 agonist	V1R ag counter	CHRM1 antagonist	OXTR agonist	CHRM1 PAM	CHO parental Ca	CHRM1 agonist	OXTR potentiator
O=C1CCC(C(=O)Nc2cccc(S(=O)(=O)Nc3ccccc3F)c2)=NN1	9	2	-0.4	0	-0.6	-4	-9	-1	-6
Cc1cc(C)c2c(CN3CCN(C/C=C/c4ccccc4)CC3)cc(=O)oc2c1	-5	5	1.2	18	1.7	-17	-7	-5	-11

# The list itself, previewed entries included:
SMILES	TAAR1 antagonist	TAAR1 agonist	V1R ag counter	CHRM1 antagonist	OXTR agonist	CHRM1 PAM	CHO parental Ca	CHRM1 agonist	OXTR potentiator
O=C1CCC(C(=O)Nc2cccc(S(=O)(=O)Nc3ccccc3F)c2)=NN1	9	2	-0.4	0	-0.6	-4	-9	-1	-6
Cc1cc(C)c2c(CN3CCN(C/C=C/c4ccccc4)CC3)cc(=O)oc2c1	-5	5	1.2	18	1.7	-17	-7	-5	-11
Cc1cccc(NC(=S)N(Cc2cccc(Br)c2)CC2CCC(C(=O)O)CC2)c1 (configuration not stated)	-25	3	1.2	-4	0.8	9	-5	-3	-6
CCOC(=O)[C@H]1[C@H]2COc3cc(OC)ccc3[C@@H]2N2C(=O)N(c3cccc(Cl)c3)C(=O)[C@@]12C	x	x	-0.6	-8	-0.3	-2	-19	-8	-2
COc1cc2c(cc1OC)C(=O)Cc1ccc3c(c1CN(C)CC2)OCO3	-19	3	-0.2	-4	1.1	1	-4	-12	-1
COc1ccc(S(=O)(=O)N2CCOCC2)cc1NC(=O)CCOc1ccc(C(C)(C)C)cc1	7	3	x	-13	x	13	x	1	x
O=C(CN1CCN(c2ncccn2)CC1)N1CCCC1	-2	5	0.6	-2	0.6	7	10	-9	-13
CCC(C)(C)NC(=O)C(OC(=O)c1ccco1)c1ccccc1F (configuration not stated)	-19	-1	-1.0	-7	-1.3	7	-21	-3	8
O=C(Nc1ccccc1)C1=C[C@H](C2CC2)C[C@H](OCCCCO)O1	12	-1	5.4	-7	-0.5	9	-10	-1	2
Cc1ccccc1OC1(C)CCN(Cc2ccc(-c3ccccn3)cc2)C1 (configuration not stated)	-4	1	x	-3	x	-14	x	-6	x
Cc1cc(C)c2c(=O)[nH]c(SCC(=O)c3ccc(C(C)C)cc3)nc2n1	17	10	-0.6	2	-2.0	-3	-7	-2	0
O=C(CSCc1cc(=O)[nH][nH]1)Nc1ccc(F)cc1	12	1	1.5	-7	0.6	8	-5	-6	0
CCC(Oc1ccccc1)C(=O)OCC(=O)Nc1c(C)nn(-c2ccccc2)c1C (configuration not stated)	-8	5	x	-20	x	2	x	3	x
Cc1cccc(C)c1NS(=O)(=O)c1ccc2c(c1)C(=O)c1ccccc1C2=O	-13	-1	0.3	-1	-0.5	11	-5	-3	0
CCCCCC(=O)NC(=S)NC1C2CC3CC(C2)CC1C3 (configuration not stated)	-34	4	-0.4	16	-2.0	-8	-19	-6	-12
COc1ccc(C2=NS(=O)(=O)N(C)C(C(=O)NCc3ccc(F)cc3)=C2)cc1OC	44	11	3.2	-2	2.5	-3	7	0	-10
CCCc1nc(SCC(=O)Nc2nnc(CC)s2)c2c(=O)n(C)c(=O)n(C)c2n1	-15	1	-0.1	-4	0.5	1	-11	-2	-14
COc1ccc(C(=O)N2CC3(C)CC2CC(C)(C)C3)cc1OC (configuration not stated)	-7	6	-0.1	-38	-1.0	15	-20	5	-5
COC(=O)CN1C(=O)COc2ccc(S(=O)(=O)N3CCCCCC3)cc21	-9	2	1.5	-10	0.6	2	-5	-3	-6
O=C(CCOc1ccccc1)Nc1ccccc1F	x	x	0.0	-7	-0.8	6	-3	-4	0
COc1cccc(OCCCCCCN2CCOCC2)c1	13	7	3.1	21	1.3	-9	-12	-4	-17
CCCS(=O)(=O)N1CCC(C(=O)NCCCOC)CC1	8	3	3.5	-10	0.6	11	-11	-1	-2
CCn1cnc2scc(-c3ccc(OC)cc3)c2c1=O	-8	-1	-1.2	8	-1.8	-3	-16	-3	-2
CC1CCCN(CCOCCSc2ccccc2)C1 (configuration not stated)	-24	9	0.6	1	-0.9	3	-15	-13	-5
CCc1ccc(OCC(=O)N/N=C/c2cc([N+](=O)[O-])ccc2N2CCCCCC2)cc1	13	2	-0.6	-1	-1.1	4	-16	-10	-11
Cn1c(CN2CCCCC2)nc2cc(NC(=O)c3cccc(Br)c3)ccc21	13	2	0.3	11	1.7	-8	-18	-14	-4
COCCNC(=O)c1cccc(C)c1[N+](=O)[O-]	-5	0	0.9	-10	0.6	15	2	-4	-2
CC(=O)c1cccc(NC(=O)NC2CC3CCCC(C2)N3CC(C)C)c1 (configuration not stated)	2	6	0.7	-2	-0.8	5	-9	-6	1
O=C(NNc1nc(N2CCCC2)nc(N2CCCC2)n1)c1ccccc1	-7	5	x	-10	x	7	x	-5	x
CCC1(CC)NC(=S)N(Nc2ccccc2)C1=O	-11	0	1.2	-11	-0.2	7	-13	-6	2
COc1ccc(N(CC(=O)N2CCOCC2)S(C)(=O)=O)cc1	-27	1	-0.1	-28	0.8	19	-4	0	0
C#CCNC(=O)C1=C[C@H](c2cn(C(C)=O)c3ccccc23)[C@@H](CCCO)[C@H](OCC)O1	15	8	-0.9	-1	0.4	2	-13	-11	-12
COC/C=C/C1=CC2=CC(=O)C(C)(OC(=O)c3cnc4ccccc4n3)C(=O)C2=CN1C(CO)CO (configuration not stated)	5	3	1.1	0	1.1	3	-18	-1	4
Fc1ccc(-[n+]2nc(Nc3ccccc3)sc2-c2cccc(Cl)c2Cl)cc1	22	4	8.1	29	6.4	-18	-5	-2	-26
CSc1nc2ccccc2c(=O)n1C1CCOC(C)(C)C1 (configuration not stated)	2	-1	-1.3	-10	-1.6	10	-15	-1	-1
CCCCCCC(=O)N=Nc1c(O)[nH]c2ccc([N+](=O)[O-])cc12	-15	0	-0.4	-6	-0.9	7	-12	-3	-13
CCC(C)N(C(=O)CCC(=O)Nc1cc(C)on1)C(C(=O)NC(C)(C)C)c1ccccc1Cl (configuration not stated)	-4	-1	-1.4	-13	-1.9	8	-17	-2	4
CC(=O)Nc1ccc(Oc2cc(C#N)c(C#N)cc2N2CCOCC2)cc1	6	4	2.0	-8	2.5	8	-5	-2	3
CN1C(=O)CSc2ccc(C(=O)O)cc21	-3	4	0.7	-1	0.8	-4	2	-1	1
CCN(C(=O)COC(=O)c1cc(S(=O)(=O)N2CCc3ccccc32)ccc1OC)C1CCS(=O)(=O)C1 (configuration not stated)	12	2	0.3	-3	0.0	4	-31	-11	1
CC(=O)Nc1ccc(C(=O)NC2CCCC2)cc1	15	2	-0.4	-12	-0.2	10	-1	-4	-2
Cn1nc(C(=O)NCCN2CCOCC2)c2ccccc2c1=O	15	10	0.1	10	1.3	-4	-8	-5	-5
COc1ccc(C2C(C(=O)c3ccco3)=C(O)C(=O)N2CCc2ccccc2)cc1OC (configuration not stated)	16	29	-0.8	-5	0.2	6	-4	-1	-7
COc1cccc(OCc2cc(C(=O)N(C)CCOc3ccc(C)cc3)no2)c1	10	-1	4.3	-14	0.9	9	11	-2	-12
COC(=O)c1ccc(COc2ccc(NC(C)=O)cc2)o1	-19	3	-1.3	-12	0.6	5	-2	-2	-2
O=C(CCn1cccn1)Nc1ccc2c(c1)OCO2	-1	0	0.5	3	0.5	4	-12	-2	-8
COc1ccc(S(=O)(=O)N2CCC(C(=O)c3ccc4c(c3)OCCO4)CC2)cc1	15	2	2.3	11	1.7	-8	4	-4	-5
COc1ccc(N2CCN(C(CNC(=O)C3CCCCC3)c3cccnc3)CC2)cc1 (configuration not stated)	-5	2	0.7	2	-0.3	3	-24	-1	-7
Cc1ccc(N2CC(C(=O)Nc3nnc(SCC(N)=O)s3)CC2=O)cc1 (configuration not stated)	-14	0	1.1	-13	1.0	5	-7	-2	-2
C=CCn1c(SC)nc2sc3c(c2c1=O)CCc1ccccc1-3	-16	-1	0.3	6	-2.1	-3	-9	-4	-6
c1coc(CNc2nc3sc4c(c3c3ncnn23)CCCC4)c1	-21	31	0.2	2	1.3	4	-19	-1	-12
CN1CCN(C(=S)NC(=O)c2ccc(Cl)cc2)CC1	11	1	x	-13	x	9	x	-10	x
Cc1ccc(NC(=O)NCc2ccccn2)cc1	1	4	-0.1	-4	-0.8	12	7	-2	-5
Cn1c(SCC(=O)Nc2sccc2C#N)nnc1-c1ccccc1	-4	3	-0.1	6	-1.1	-1	-8	-4	-3
Cc1ccccc1-n1ncc2c1CC(C)(C)CC2NC(=O)C1CCC1 (configuration not stated)	-18	7	-0.3	-7	-1.2	4	-7	-4	-1
CCc1ccc(N(CC)C(=O)c2cn(C)c(=O)c3ccccc23)cc1	0	-1	0.5	-7	-0.2	8	-13	-5	-9
COc1cc(C=O)ccc1OCC(=O)Nc1cccc(S(=O)(=O)N(C)c2ccccc2)c1	63*	13	1.7	15	-1.4	-10	12	-2	-16
CCOc1c(Br)cc(CNc2ncn[nH]2)cc1OC	6	7	-0.1	-21	1.4	7	-14	-1	-3
COc1cccc(-n2c(SCC(=O)NC3CCS(=O)(=O)C3)nc3ccccc3c2=O)c1 (configuration not stated)	0	3	0.8	-10	-1.8	8	-1	-4	-2
CC1CCC2C(=O)N(c3ccc(C(=O)Oc4cccc5cccnc45)cc3)C(=O)C2C1 (configuration not stated)	1	0	0.2	11	-1.0	-7	-12	-5	-2
CC(=O)c1ccc(OC(=O)/C=C/c2ccccc2)cc1	10	6	1.4	-2	1.1	-3	-5	-1	-1
O=C(NCC1CCCO1)c1nn2c(C(F)(F)F)cc(-c3ccco3)nc2c1Cl (configuration not stated)	-29	1	0.5	-8	-0.9	6	-11	-1	0

# Compound activity deposited in PubChem BioAssay by The Scripps Research Institute Molecular Screening Center.
